DAT uptake mod – changed hDAT dopamine uptake under cocaine IC80, either direction, primary screen, cocaine antagonist project, cell-based, LLC-PK1 hDAT, [14C]-dopamine uptake, MLSMR. LLC-PK1 hDAT cells, [14C]-dopamine uptake with cocaine IC80; actives deviate in either direction. B-score at 10 µM. actives 1.3% (n = 110,000). AID 449768, 2010;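 active means Z score or B-score, a plate-position-corrected score, falls beyond the plate's 99.7% confidence bounds, in either direction; inactive means both scores lie inside the 99.7% bounds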;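 further: scored against the spread of the other compound wells on the same plate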
HUVEC tox TNFa – cytotoxicity in TNFa-stimulated HUVEC, primary screen, cytotoxicity control for VCAM1 expression modulator project, imaging, Hoechst nuclei count; HUVEC TNFalpha-stimulated, Hoechst cell count; cell count reduction, % at 2 µM; actives 0.17% (n = 93,000);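 active means cell count reduction exceeding the screen mean by over 5 SD, scaled to untreated wells per plate, cut at about 78% in these data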;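 further: cells counted after 24 h of TNF alpha exposure following the 1 h pretreatment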
Ecoli WT expand – growth inhibitors of wild-type E. coli, primary screen, strain BW25113, expanded library, OD600; AID 710, 2007; actives 0.15% (n = 98,000); OD600 absorbance; growth inhibition, % at 100 µM;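 active means growth inhibition above about 50% at one test dose, limit read from the data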;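 further: growth measured after 20 h incubation at 37 °C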
IL1B cytotox – cytotoxicity in IL-1B stimulated HUVEC, primary screen, cytotoxicity control for IL-1B NFkB translocation project, imaging, Hoechst nuclear count, IL-1B stimulus | actives 0.41% (n = 94,000) | AID 845, 2007 | cell count reduction, % at 2 µM | HUVEC cell count loss;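 active means cell count reduction more than 3 SD above the screen-wide mean, cut at about 70% in these data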;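 further: normalized per plate to untreated control cells as the no-loss baseline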
VCAM1 TNFa inh – inhibitors of TNFa-induced VCAM1 expression, primary screen, imaging, HUVEC, TNFa stimulus, immunofluorescence | inhibition, % at 2 µM | actives 0.48% (n = 95,000) | HUVEC TNFa-induced VCAM-1 immunofluorescence, high-content imaging;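 active means inhibition above the batch mean plus 3 SD, with images confirmed as a hit by eye, cut at about 37% in these data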;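 further: 0% = TNF-stimulated DMSO wells and 100% = unstimulated control wells; not every result past the cut was called active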
PLK1 inh – human PLK1 kinase inhibitors, primary screen, biochemical, TR-FRET; recombinant PLK1 kinase, TR-FRET peptide phosphorylation; actives 0.53% (n = 97,000); inhibition, % at 10 µM; AID 619, 2007;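 active means inhibition of 50% or more in the single-concentration screen; inactive means inhibition below 50%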;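 further: 0% = DMSO max control and 100% = H-89 dihydrochloride min control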
Target sequence (P53350 whole entry, looked up): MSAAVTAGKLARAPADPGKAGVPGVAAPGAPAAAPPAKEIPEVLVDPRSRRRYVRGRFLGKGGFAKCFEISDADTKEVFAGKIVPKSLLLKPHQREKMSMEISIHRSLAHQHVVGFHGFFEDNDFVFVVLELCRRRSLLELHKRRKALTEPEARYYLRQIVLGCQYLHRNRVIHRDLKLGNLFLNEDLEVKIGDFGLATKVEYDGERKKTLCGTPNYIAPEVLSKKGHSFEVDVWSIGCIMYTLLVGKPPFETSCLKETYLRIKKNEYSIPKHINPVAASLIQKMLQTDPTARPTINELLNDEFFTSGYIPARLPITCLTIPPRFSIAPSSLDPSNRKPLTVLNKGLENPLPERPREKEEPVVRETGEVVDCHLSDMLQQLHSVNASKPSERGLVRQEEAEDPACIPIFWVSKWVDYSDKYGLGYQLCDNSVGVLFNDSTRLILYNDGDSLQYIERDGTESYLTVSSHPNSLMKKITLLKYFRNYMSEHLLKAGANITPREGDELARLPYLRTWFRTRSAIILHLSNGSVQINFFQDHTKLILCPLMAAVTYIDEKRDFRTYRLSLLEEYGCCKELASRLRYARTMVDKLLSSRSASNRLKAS
F-actin modifier – modifiers of F-actin cytoskeleton organization, primary screen, imaging, HUVEC, phalloidin staining, high-content imaging; inhibition, % at 2 µM; AID 836, 2007; HUVEC TNFa F-actin phalloidin imaging; actives 0.18% (n = 91,000);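 active means inhibition above the batch mean plus 3 SD and confirmed as a hit by visual image inspection, cut at about 30% in these data, passing the limit was not always enough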; further: strong numbers were not always called active
Plk1 PBD FP – Plk1 polo box domain binding inhibitors, primary screen, biochemical, fluorescence polarization | actives 0.13% (n = 97,000) | Plk1 PBD phosphopeptide binding | AID 693, 2007 | Serine/threonine-protein kinase PLK1 (Homo sapiens), P53350 | inhibition, %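 (tested at about 20 µM)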; in the data active means inhibition above about 34%, passing the limit was not always enough
sEH inhibitor – soluble epoxide hydrolase inhibitors, primary screen, biochemical, human sEH | recombinant human sEH enzymatic activity assay | inhibition, % at 2 µM | actives 0.34% (n = 91,000); in the data active means inhibition above about 80%; further: values of inactives mirror those of a sister screen read the other way; many of its hits are not listed in these tables
* = called active by the depositor; / = not tested or not shown.

Sample of the layout:
SMILES	DAT uptake mod	HUVEC tox TNFa	Ecoli WT expand	IL1B cytotox	VCAM1 TNFa inh	PLK1 inh	F-actin modifier	Plk1 PBD FP	sEH inhibitor
C=CCc1ccccc1OCC(O)CN1CCN(c2ccc(C)cc2)CC1 (stereo unspecified)	0.71	2	19	-22	15	-4	3	-22	4
CCOc1ccc(N/C=C/C(=O)c2ccc(OC)cc2)c([N+](=O)[O-])c1	-0.78	-4	-20	42	1	-18	7	9	-18
Cc1onc(-c2ccccc2)c1C(=O)NCCc1ccc(Cl)cc1	/	1	-9	-15	4	-10	0	15	4
CCCCCC(=O)NC(NC(=S)Nc1ccc(S(N)(=O)=O)cc1)C(Cl)(Cl)Cl (stereo unspecified)	-3.6*	-18	7	-92	-18	-4	2	-7	10
CCCCC1(Cc2ccc(OC)c([N+](=O)[O-])c2)C(=O)N(c2ccccc2)N(c2ccccc2)C1=O	-0.33	-18	-13	-29	7	-5	14	4	-4
O=C(NCCc1ccc(Cl)cc1)c1ncn[nH]1	-0.41	-14	6	18	1	-17	5	1	6

The list itself, from the start:
SMILES	DAT uptake mod	HUVEC tox TNFa	Ecoli WT expand	IL1B cytotox	VCAM1 TNFa inh	PLK1 inh	F-actin modifier	Plk1 PBD FP	sEH inhibitor
C=CCc1ccccc1OCC(O)CN1CCN(c2ccc(C)cc2)CC1 (stereo unspecified)	0.71	2	19	-22	15	-4	3	-22	4
CCOc1ccc(N/C=C/C(=O)c2ccc(OC)cc2)c([N+](=O)[O-])c1	-0.78	-4	-20	42	1	-18	7	9	-18
Cc1onc(-c2ccccc2)c1C(=O)NCCc1ccc(Cl)cc1	/	1	-9	-15	4	-10	0	15	4
CCCCCC(=O)NC(NC(=S)Nc1ccc(S(N)(=O)=O)cc1)C(Cl)(Cl)Cl (stereo unspecified)	-3.6*	-18	7	-92	-18	-4	2	-7	10
CCCCC1(Cc2ccc(OC)c([N+](=O)[O-])c2)C(=O)N(c2ccccc2)N(c2ccccc2)C1=O	-0.33	-18	-13	-29	7	-5	14	4	-4
O=C(NCCc1ccc(Cl)cc1)c1ncn[nH]1	-0.41	-14	6	18	1	-17	5	1	6
COc1ccc(CN=CC2=C(O)CC(C)(C)CC2=O)cc1	1.2	-4	-4	-5	12	-4	34	-9	-2
COc1ccc(-c2nc(CS(=O)CC(=O)NCc3ccco3)c(C)o2)cc1OC (stereo unspecified)	1.8	-45	-7	2	15	-17	-3	8	-1
CCOC(=O)c1c(NC(=S)Nc2ccc(Cl)cc2)sc(C)c1C	/	6	-11	13	-9	-1	-9	-3	-6
CSc1sc(C)cc1C1C(C#N)=C(N)N(c2cccnc2)C2=C1C(=O)CCC2 (stereo unspecified)	-1.3	-22	3	-68	4	-6	/	-5	1
CC(=O)c1ccc(OC(C)C)c(CN2CCCCC2)c1	0.072	6	-5	8	-10	21	19	-20	-10
Cc1nc(C)n(CC(O)COc2ccc3ccccc3c2)n1 (stereo unspecified)	0.076	-4	-3	-37	14	-12	11	-8	-3
CCCCn1c(=O)[nH]c(=O)c2c1nc(-c1ccc(-c3ccccc3Br)o1)n2CCOC	0.47	-13	-19	/	2	-7	-18	-27	2
CCCCS/C(N)=N/N=C/c1ccccc1O	0.65	-46	6	-11	16	0	16	-7	0
CSCCC(NC(=O)CCN1C(=O)c2ccccc2C1=O)C(=O)O (stereo unspecified)	-0.064	-17	-4	-44	1	-8	-3	-8	0
COc1ccc(NC(C)=O)cc1NC(=O)CSc1nnc(-c2ccccc2)n1N	/	-14	-1	23	-7	-18	7	-5	4
c1ccc(-c2nc(-c3cccs3)[nH]c2-c2ccccc2)cc1	-0.4	2	-7	-4	-8	-4	-2	-2	5
Cc1cc(N2C(=O)C(=O)/C(=C(/O)c3ccc(F)cc3)C2c2cccc(Br)c2)no1 (stereo unspecified)	-0.2	-10	-1	-17	-12	-34	11	6	/
CN(C)C(=O)N1CCCC(C(=O)NCCc2ccccc2)C1 (stereo unspecified)	-0.51	-27	-6	-24	6	-2	11	7	26
O=C(c1ccccc1)C1C(=O)c2ccccc2C1=O	0.55	-18	-4	-13	10	-16	9	-10	/
Cc1cc(NC(=O)CSCc2nc(-c3cccc(F)c3)oc2C)no1	-1.4	0	0	-7	-9	-14	-6	12	-22
CCN(CC)S(=O)(=O)c1ccc(NC(=O)CN(c2cccc(C)c2)S(C)(=O)=O)cc1	1.1	-27	/	-8	-4	-7	-8	7	21
O=C(/C=C/c1ccccc1)c1ccccn1	-0.09	-28	16	21	-8	-8	7	17	11
COc1ccc(NC(=O)C2CCC(CNc3c(N4CCC(C)CC4)c(=O)c3=O)CC2)cc1OC (stereo unspecified)	0.013	-31	-7	0	4	4	4	2	4
Cc1cc(Cl)cc(Br)c1OCCCN1C(=O)NC(C)(C)C1=O	0.44	-39	12	-27	3	-12	6	-10	-8
(list continues)
SMILES	DAT uptake mod	HUVEC tox TNFa	Ecoli WT expand	IL1B cytotox	VCAM1 TNFa inh	PLK1 inh	F-actin modifier	Plk1 PBD FP	sEH inhibitor
CCOc1ccc2c(c1)C(c1ccc(C)cc1)=NNC(c1ccc(C)cc1)=N2	-0.57	-40	/	-22	-16	-6	-2	2	12
COc1ccc(C2NCCn3cccc32)cc1 (stereo unspecified)	0.83	/	/	-10	-5	-12	-9	10	7
O=C(c1ccccc1)c1ccc(Oc2ncccn2)cc1	-0.056	-42	-2	-21	2	2	-4	20	/
O=C(O)Cn1nnn(-c2ccccc2)c1=S	0.98	-5	3	-23	25	-6	21	-8	6
CC(C)CC(=O)NCCCN1CCN(CCCNC(=O)CC(C)C)CC1	0.19	-4	/	-123	6	-14	9	7	3
Cc1ccc(S(=O)(=O)N(c2ccccc2)C2CCS(=O)(=O)C2)cc1 (stereo unspecified)	-0.2	-31	-2	-16	-14	-2	14	13	-24
Cc1ccc(-c2cc(C)nc3nc(N)nn23)cc1	1.2	-15	-1	12	1	-8	0	5	-12
CN(C)S(=O)(=O)c1cccc(-c2nnc(SCc3cc(Cl)cc4c3OCOC4)n2N)c1	2.1	-27	-25	-38	4	-3	-29	15	/
O=C(Nc1cc(C(F)(F)F)ccc1N1CCCCC1)c1ccco1	0.5	10	-4	21	16	-6	-4	22	-11
CN(CC(=O)NCCc1ccc(Cl)cc1)S(=O)(=O)c1ccc2c(c1)c(=O)n(C)c(=O)n2C	0.7	-17	-24	-7	12	-11	-7	1	-6
O=C(CSc1nnc(-c2cccs2)n1-c1cccc(Cl)c1)c1cccc2c1OCCO2	0.45	6	-1	8	23	-25	-23	13	-4
CC(O)(CS(=O)(=O)Cc1ccccc1)C(=O)Nc1cccc(C(F)(F)F)c1 (stereo unspecified)	-2.8*	-21	-5	-15	10	-5	-17	-28	11
O=C(COc1ccc(/C=N/NS(=O)(=O)c2ccccc2)cc1)Nc1cccc(Cl)c1	-0.26	/	-5	20	7	-8	-13	-2	9
COc1ccc(C2C(C(=O)Nc3cc(C)on3)c3ccccc3C(=O)N2C)cc1 (stereo unspecified)	-1.1	-31	-2	7	11	0	35	-11	-6
Cn1c[n+](C)cc1/C=N/O	0.34	8	-1	32	-4	-10	-6	17	-15
COc1cc2c(cc1OC)C(C(=O)N1CCOCC1)C(c1cccs1)N(C)C2=O (stereo unspecified)	0.82	-24	-1	3	-5	0	1	6	-17
O=C(c1ccccc1)c1ccc(OC(=O)N2CCCC2)cc1	0.53	1	/	-10	21	21	-8	4	-16
COc1cccc(-n2c(C)n[nH]c2=O)c1	-0.25	-30	-3	-32	11	11	40	-18	11
Cc1cccc2cc3c(NC(=O)CC(C)C)nn(C)c3nc12	-1.5	54	-7	19	47	-4	-9	10	-2
COc1cccc(CN=CC2=C(O)CC(C)(C)CC2=O)c1OC	-0.066	4	11	0	10	1	-17	0	-5
CCn1c(SCC(=O)N2CC(=O)Nc3ccccc32)nnc1-c1ccoc1C	1.3	-15	-8	-21	29	-12	15	3	-5
CCc1c(C)c(C#N)c2nc3ccccc3n2c1N1CCN(c2cc(C)ccn2)CC1	/	13	-2	-10	-1	-2	-11	-12	10
CCOC(=O)c1[nH]c2ccc(OC)cc2c1NC(=O)CCN1CCCC(C)C1 (stereo unspecified)	0.055	-13	5	-12	-5	6	-6	-24	/
Cc1ccc(SCc2[nH]nc3c2C2(C(=O)N(C)c4ccccc42)C(C#N)=C(N)O3)cc1 (stereo unspecified)	0.079	-18	-13	6	4	1	3	-1	/
O=S(=O)(c1cccc2ccccc12)n1nnc2ccccc21	-0.39	15	2	2	6	-2	-7	29	-15
(list continues)
SMILES	DAT uptake mod	HUVEC tox TNFa	Ecoli WT expand	IL1B cytotox	VCAM1 TNFa inh	PLK1 inh	F-actin modifier	Plk1 PBD FP	sEH inhibitor
Cc1cccc(C(=O)N=c2c(C#N)cc3c(=O)n4cccc(C)c4nc3n2Cc2ccco2)c1	0.34	-8	-15	0	1	-11	13	-9	-17
Cc1ccc(Cl)cc1NC(=O)Cn1cc2c(n1)CCCC2	1.4	-15	3	-9	8	-14	-15	-26	-3
Cc1ccc(S(=O)(=O)n2c(CN3CCCC(C)C3)nc3ccccc32)cc1 (stereo unspecified)	0.22	-24	3	3	-26	-12	10	-4	-1
Nc1scc2c(C(=O)N/N=C/c3ccc(Cl)cc3)nn(-c3ccccc3)c(=O)c12	2	-4	-7	-3	1	-12	16	6	10
CCCCC[n+]1ccn(-c2nc3ccccc3nc2[N-]S(=O)(=O)c2ccc(C)cc2)c1	-0.44	6	-9	82*	14	-5	7	29	22
O=C(CN(C(=O)CNC(=O)c1ccco1)c1ccc(Cl)c(Cl)c1)NC1CCCCC1	-0.49	-13	9	-15	-12	-1	16	29	16
Cc1oc(C(=O)O)cc1COc1ccccc1Cl	0.14	9	-2	-29	-4	-10	-4	7	4
CCN(CC)CCCNC(=O)C1c2cc(OC)c(OC)cc2C(=O)N(C)C1c1cccs1 (stereo unspecified)	0.12	1	3	-13	-5	9	/	-18	-4
Cc1c(NC(=O)CSc2n[nH]c(-c3ccccc3)n2)c(=O)n(-c2ccccc2)n1C	-0.56	-21	-6	-8	-22	0	8	-26	1
C=CCc1cccc(CNc2nc3ccccc3n2C(C)C)c1O	/	-10	9	-2	26	-17	15	23	-5
CCOC(=O)C1=C(C)NC(=O)NC1c1cc(Br)c(O)c(OC)c1 (stereo unspecified)	1.1	-2	5	-9	32	-13	-1	22	12
O=C(Oc1ccc(Cl)cc1)N1CCCCC1	1.1	-30	-2	8	-14	-10	20	-19	10
Clc1ccccc1CSc1nnc(-c2cccnc2)n1Cc1ccco1	-0.75	-8	10	-22	-5	-3	12	3	0
CCc1cc(/C(Cc2cscn2)=N\O)c(O)cc1O	-0.15	3	10	-10	26	-13	-9	-8	-13
C=CCn1c(SCC(=O)c2c(N)n(C)c(=O)n(C)c2=O)nc2sc(C)c(C)c2c1=O	0.49	-36	-5	6	-8	-2	2	16	-2
CCOC(=O)c1cc(-c2ccccc2)sc1NC(=S)Nc1cc(C)ccn1	/	26	-19	-44	11	-18	-9	-5	4
COc1ccc(S(C)(=O)=O)cc1S(C)(=O)=O	-0.0016	-2	1	-19	-2	-6	11	-10	6
Cn1ncc(Cl)c1C(=O)NC(=S)Nc1sc2c(c1C#N)CCCCC2	-0.94	0	-4	6	14	-13	-14	-6	8
COc1ccc(N2CCN(CC(O)c3c[nH]c4ccc(OC)cc34)CC2C)cc1 (stereo unspecified)	-0.051	-28	8	6	4	-8	-15	-25	-4
CCOC(=O)C(C)Oc1c(Br)cc(C2NC(=O)NC(C)=C2C(C)=O)cc1OCC (stereo unspecified)	0.8	-15	-1	-7	-29	19	8	11	14

High-throughput results deposited in PubChem by several laboratories.
